From PubChem BioAssay
Pf gamet viab – late stage P. falciparum gametocyte viability inhibitors, primary screen, ATP luminescence, HTS. P. falciparum stage V gametocytes, 24 h. inhibition, % at 10.9 µM. hit rate 0.065% among 150,000. AID 743093, 2013;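 active means inhibition above the mean plus 3 SD of compounds within the control limits, set per campaign, cut at about 38% in these data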;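 further: 0% = DMSO wells and 100% = medium only without gametocytes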
Rab2 wt GTP – modulators of GTP binding to Rab2A wildtype, primary screen, biochemical, dog, bead-based flow cytometry, multiplex | GST-Rab2 wt beads, Bodipy-GTP binding | GTP binding activity, % at 10 µM | hit rate 0.19% among 190,000;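 active means GTP binding activity at least 20 points away from 100%, either lowered or raised; inconclusive means signal likely due to the compound's own green fluorescence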;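 further: 0% = beads with excess unlabeled GTP and 100% = no-compound control corrected for plate trend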
Rab7 wt modul – modulators of GTP binding to Rab7, primary screen, biochemical, wildtype, multiplex bead flow cytometry | GST-Rab7 beads, fluorescent GTP binding; actives lie on both sides; untreated = 100%, excess cold GTP = 0% | hit rate 0.055% among 190,000 | AID 758, 2007 | GTP binding activity (percent of control), % at 10 µM;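 active means fluorescent GTP binding to Rab7 beads changed by at least 20 points from the 100% baseline, either direction, mostly lower; inconclusive means compound itself probably fluorescent, or too few beads counted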;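 further: median green fluorescence of bound Bodipy-FL-GTP per Rab7 bead population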
ABCB1 block – ABCB1 efflux pump inhibitors, primary screen, cell-based, multiplex, flow cytometry, ABCG2 counter-screen | ATP-dependent translocase ABCB1 (Homo sapiens), P08183 | CCRF-Adr cells, JC-1 efflux | inhibition, % at 6.6 µM | hit rate 0.067% among 190,000 | AID 1326, 2008; in the data active means inhibition above about 40%;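 further: 0% = vehicle and 100% = reference inhibitor; higher value means more JC-1 retained so stronger ABCB1 efflux block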
HRas wt GTP bind – modulators of GTP binding to HRas wildtype, primary screen, biochemical, bead-based flow cytometry, multiplex; GTPase HRas (Homo sapiens), P01112; GST-Ras wt beads, Bodipy-FL-GTP binding; actives lie on both sides; GTP binding activity, % at 10 µM; hit rate 0.14% among 190,000;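 active means GTP binding activity at least 20% away from the 100% baseline, either lowered as inhibitor or raised as activator; inconclusive means flagged as likely green fluorescent, judged across all proteins in the well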;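 further: 0% = unlabeled GTP competition control and 100% = no-compound control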
Target sequence (P01112 whole entry, looked up): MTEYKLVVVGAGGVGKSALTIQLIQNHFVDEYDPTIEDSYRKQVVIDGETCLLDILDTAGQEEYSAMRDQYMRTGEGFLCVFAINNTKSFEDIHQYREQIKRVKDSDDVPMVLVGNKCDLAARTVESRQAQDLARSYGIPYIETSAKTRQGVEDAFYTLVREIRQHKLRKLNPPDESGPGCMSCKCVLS
Avidin fluor – green autofluorescence of compounds with avidin beads – biophysical, 488/530 nm, flow cytometry, artefact control, profiling panel; AID 1775, 2009; fluorescence (KMESF) at 10 µM; hit rate 0.38% among 220,000; compound fluorescence 488/530 nm; hits give high values; in the data active means fluorescence above about 47; further: inactives centre near 10
Cdc42 wt GTP – modulators of GTP binding to wildtype Cdc42, primary screen, biochemical, multiplex bead flow cytometry, Bodipy-GTP; percent activity (GTP binding), % at 10 µM; GST-Cdc42 beads; actives lie on both sides; Cell division control protein 42 homolog (Homo sapiens), P60953; hit rate 0.2% among 190,000;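 active means percent activity GTP binding at least 20 points away from the 100% baseline, either down as inhibitor or up as activator; inconclusive means compound flagged as likely green fluorescent from well-wide comparison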;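 further: median bead fluorescence of bound Bodipy-FL-GTP at 100 nM; 0% = excess unlabeled GTP control and 100% = no compound control; below 100% means less GTP binding so inhibitor and above means activator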
Target sequence (P60953 whole entry, looked up): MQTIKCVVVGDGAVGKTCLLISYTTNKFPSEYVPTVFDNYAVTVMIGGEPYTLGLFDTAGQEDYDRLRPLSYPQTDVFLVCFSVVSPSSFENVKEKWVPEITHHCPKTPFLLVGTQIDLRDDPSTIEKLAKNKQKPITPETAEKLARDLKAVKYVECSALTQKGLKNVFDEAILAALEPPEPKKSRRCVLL
Rac1 act GTP bind – GTP binding modulators of activated mutant Rac1, primary screen, biochemical, bead-based flow cytometry, multiplex, fluorescent GTP | GST-Rac1 activated beads; actives lie on both sides; 100% means binding = to untreated wells | percent activity (GTP binding), % at 10 µM | hit rate 0.11% among 190,000;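 active means GTP binding at least 20 percentage points away from the 100% baseline, in either direction, so actives lie on both sides; inconclusive means Compound likely fluorescent itself, or too few beads counted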
Rac1 wt modul – wildtype Rac1 GTP binding modulators, primary screen, biochemical, GST-Rac1 beads, flow cytometry, multiplex | Ras-related C3 botulinum toxin substrate 1 (Homo sapiens), P63000 | fluorescent GTP binding; actives lie on both sides; 0 = cold GTP competed, 100 = untreated | GTP binding activity (% of control), % at 10 µM | hit rate 0.27% among 190,000;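 active means GTP binding activity at least 20 points away from the 100% control level, either lower or higher; inconclusive means compound flagged as likely green fluorescent, judged across all proteins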
GSH fluor – compound fluorescence on glutathione beads, profiling panel, artefact control, biophysical, 488/530 nm, flow cytometry; fluorescence (KMESF) at 10 µM; GSH beads flow cytometry, compound fluorescence 488/530 nm; hits give high values; hit rate 0.25% among 190,000; in the data active means fluorescence above about 89;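 further: glutathione beads carrying GST-tagged Bcl family fusion proteins plus one bare bead set; values are compound well signal with DMSO vehicle wells as background; inactives centre near 16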
ABCG2 block – ABCG2 efflux pump inhibitors, primary screen, multiplex with ABCB1, IgMXP3 cells, flow cytometry. Broad substrate specificity ATP-binding cassette transporter ABCG2 (Homo sapiens), Q9UNQ0. hit rate 0.1% among 190,000. JC-1 efflux. inhibition, % at 6.6 µM;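 active means inhibition above 80%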;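 further: 0% = DMSO and 100% = nicardipine control wells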
Target sequence (Q9UNQ0 whole entry, looked up): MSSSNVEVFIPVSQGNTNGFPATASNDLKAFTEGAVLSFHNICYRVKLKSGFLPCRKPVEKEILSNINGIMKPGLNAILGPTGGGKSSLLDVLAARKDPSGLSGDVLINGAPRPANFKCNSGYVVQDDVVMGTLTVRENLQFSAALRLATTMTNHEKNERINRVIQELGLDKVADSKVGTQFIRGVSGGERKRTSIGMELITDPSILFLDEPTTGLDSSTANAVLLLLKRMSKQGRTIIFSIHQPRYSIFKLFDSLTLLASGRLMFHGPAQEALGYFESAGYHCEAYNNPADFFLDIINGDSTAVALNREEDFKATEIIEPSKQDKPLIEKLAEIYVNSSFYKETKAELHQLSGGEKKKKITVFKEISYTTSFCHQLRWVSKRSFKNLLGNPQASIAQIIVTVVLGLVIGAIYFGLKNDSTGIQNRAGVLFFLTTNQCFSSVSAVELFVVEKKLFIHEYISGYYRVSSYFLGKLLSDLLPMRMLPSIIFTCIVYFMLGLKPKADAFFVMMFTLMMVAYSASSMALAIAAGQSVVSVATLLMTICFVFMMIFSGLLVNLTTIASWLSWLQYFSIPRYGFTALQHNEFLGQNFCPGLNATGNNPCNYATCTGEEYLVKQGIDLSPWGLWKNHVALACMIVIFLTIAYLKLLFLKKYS
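Test system: IgMXP3 cells (ABCG2) mixed with DDAO far-red-labelled CCRF-Adr cells (ABCB1). Reagent: JC-1 transporter substrate. Compound dosing: single test compound dose, 6.6 µM final. Times: 10 min compound exposure, 25 °C. Detection: flow cytometry of retained JC-1 fluorescence. Read-out basis: efflux inhibition in percent versus controls. Controls: nicardipine and DMSO wells.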
Starred values were filed as active, the others as inactive; ? = inconclusive; . = not tested or not shown. The order is random; about 1.1% have a hit in one of these screens.

SMILES	Pf gamet viab	Rab2 wt GTP	Rab7 wt modul	ABCB1 block	HRas wt GTP bind	Avidin fluor	Cdc42 wt GTP	Rac1 act GTP bind	Rac1 wt modul	GSH fluor	ABCG2 block
COc1ccc(/C=C/C(=O)NC2CCCCCCC2)cc1S(=O)(=O)N1CCOCC1	-15	95	97	1.4	97	3	97	98	98	8	1
O=C(NCCC(c1ccccc1)c1ccccc1)c1cccs1	1	102	107	0.8	102	12	98	100	101	14	14
Cc1ccc(-c2nnn(CC(=O)N(c3ccccc3F)C(CC(C)C)C(=O)NCC3CCCO3)n2)cc1 (stereo not given)	-8	92	99	3.9	103	23	101	93	105	11	3
Cc1cc(=O)[nH]c(Nc2ccc(C(=O)OC(C)C)cc2)n1	8	102	102	-0.5	101	16	100	99	104	33	47
Cc1cccnc1NC(=S)Nc1ccc(F)cc1F	5	97	96	0.6	97	7	98	98	99	19	11
O=C(Nc1ccc2c(c1)OCO2)c1cc2nc(C3CC3)cc(C(F)(F)F)n2n1	.	96	102	0.0	101	6	102	97	106	8	0
O=C(NC1CCC(O)CC1)c1ccc(S(=O)(=O)NCc2ccco2)cc1 (stereo not given)	.	101	102	1.5	101	8	103	100	100	17	7
O=C1CSC(c2cccc([N+](=O)[O-])c2)N1c1ccc(O)cc1 (stereo not given)	-11	99	106	0.4	100	9	103	98	100	19	2
O=C(CCn1cnc(-c2ccccc2)c1-c1ccccc1)N/N=C/c1ccccc1O	8	97	98	-0.9	99	10	94	98	99	17	-5
COc1ccc(NCc2nnc(SCC(=O)c3ccc(OC)cc3)n2C)cc1	15	98	99	0.0	99	17	97	95	95	7	2
Cc1ccc(Nc2nc(N)nc(CC#N)n2)cc1	.	94	95	-3.9	96	6	95	93	96	32	-5
CN(C(=O)c1ccc(OC2CCN(S(=O)(=O)N(C)C)CC2)cc1)C1CCCCC1	3	100	106	0.7	100	11	98	97	101	17	1
O=C(CN1C(=O)C2(OCCCO2)c2ccccc21)NCc1ccccc1	-13	101	104	1.0	103	4	101	99	106	43	4
Cc1cc(F)c(F)c(C(=O)N2CCOCC2)c1	3	98	99	-0.2	98	24	99	99	101	17	0
O=C(COC(=O)C1=Cc2ccccc2OC1)NC1CCCC1	.	95	93	0.8	97	13	96	95	100	28	7

Reformatted: results already given
structure | Pf gamet viab | Rab2 wt GTP | Rab7 wt modul | ABCB1 block | HRas wt GTP bind | Avidin fluor | Cdc42 wt GTP | Rac1 act GTP bind | Rac1 wt modul | GSH fluor | ABCG2 block
COc1ccc(/C=C/C(=O)NC2CCCCCCC2)cc1S(=O)(=O)N1CCOCC1 | -15 | 95 | 97 | 1.4 | 97 | 3 | 97 | 98 | 98 | 8 | 1
O=C(NCCC(c1ccccc1)c1ccccc1)c1cccs1 | 1 | 102 | 107 | 0.8 | 102 | 12 | 98 | 100 | 101 | 14 | 14
Cc1ccc(-c2nnn(CC(=O)N(c3ccccc3F)C(CC(C)C)C(=O)NCC3CCCO3)n2)cc1 (stereo not given) | -8 | 92 | 99 | 3.9 | 103 | 23 | 101 | 93 | 105 | 11 | 3
Cc1cc(=O)[nH]c(Nc2ccc(C(=O)OC(C)C)cc2)n1 | 8 | 102 | 102 | -0.5 | 101 | 16 | 100 | 99 | 104 | 33 | 47
Cc1cccnc1NC(=S)Nc1ccc(F)cc1F | 5 | 97 | 96 | 0.6 | 97 | 7 | 98 | 98 | 99 | 19 | 11
O=C(Nc1ccc2c(c1)OCO2)c1cc2nc(C3CC3)cc(C(F)(F)F)n2n1 | . | 96 | 102 | 0.0 | 101 | 6 | 102 | 97 | 106 | 8 | 0
O=C(NC1CCC(O)CC1)c1ccc(S(=O)(=O)NCc2ccco2)cc1 (stereo not given) | . | 101 | 102 | 1.5 | 101 | 8 | 103 | 100 | 100 | 17 | 7
O=C1CSC(c2cccc([N+](=O)[O-])c2)N1c1ccc(O)cc1 (stereo not given) | -11 | 99 | 106 | 0.4 | 100 | 9 | 103 | 98 | 100 | 19 | 2
O=C(CCn1cnc(-c2ccccc2)c1-c1ccccc1)N/N=C/c1ccccc1O | 8 | 97 | 98 | -0.9 | 99 | 10 | 94 | 98 | 99 | 17 | -5

New compounds follow
SMILES	Pf gamet viab	Rab2 wt GTP	Rab7 wt modul	ABCB1 block	HRas wt GTP bind	Avidin fluor	Cdc42 wt GTP	Rac1 act GTP bind	Rac1 wt modul	GSH fluor	ABCG2 block
O=C1OC(Nc2ccc(Cl)cn2)c2ccccc21 (stereo not given)	.	90	91	-0.1	93	35	93	90	91	11	0
CC(C)(C)C(=O)COC(=O)c1cc2ccccc2cc1O	17	99	97	0.3	99	8	100	98	100	16	2
Cc1sc2ncnc(N/N=C/c3ccc(O)cc3)c2c1C	12	77*	88	-0.2	80	9	93	93	82	11	3
O=C(CN(C1CCCCC1)C1CCCCC1)N1CCc2ccccc2C1	.	100	100	0.7	101	8	101	101	102	5	2
COc1cc(C2C(C#N)=C(N)Oc3cc(N)ccc32)cc(OC)c1OC (stereo not given)	-16	101	102	-0.3	101	34	104	103	109	20	0
CCOc1ccc(CCNC(=O)CCCN2C(=O)c3ccccc3C2=O)cc1OCC	14	97	101	0.7	100	9	100	95	100	8	1
COc1ccc(N(CC(=O)NC2CCCC2)C(=O)Cn2nnc(-c3ccc(F)cc3)n2)cc1OC	.	101	96	-3.1	100	13	102	100	102	21	-4
COc1ccc(S(=O)(=O)Cc2ccc(C(=O)NC3CCCC3)o2)cc1	.	98	94	0.2	99	7	102	101	104	25	0
O=C(O)C1CSCN1S(=O)(=O)c1cccc2nsnc12 (stereo not given)	.	93	92	-0.2	95	8	96	95	93	49	-2
COC(=O)c1[nH]c2ccc(Cl)cc2c1NC(=O)Oc1ccccc1	.	99	100	-0.2	101	33	102	99	101	13	1
Cc1ccc2occ(-c3nn[nH]n3)c(=O)c2c1	.	97	96	0.8	98	13	99	97	98	13	8
COc1ccc(C(=O)C2CCCN(S(=O)(=O)C(C)C)C2)c(C)c1 (stereo not given)	-3	95	98	0.7	93	7	94	93	95	8	1
N#Cc1nc(Cc2cccc3ccccc23)oc1N1CCCCC1	.	98	100	2.0	99	10	97	96	100	23	19
O=C(O)Cc1nc2nc3c(c(=O)n2[nH]1)CCCC3	-19	96	101	0.0	96	23	103	95	101	26	-2
Cc1n[nH]c(C)c1S(=O)(=O)N1CCC(C(=O)N2CCn3c2nc2ccccc23)CC1	.	92	90	0.5	92	10	93	90	87	32	10
O=C(/C(=N\Nc1ccc(Br)cc1)Sc1nnnn1-c1ccccc1)c1ccccc1	.	97	99	-0.9	97	11	96	95	96	8	-6
Cc1ccc(S(=O)(=O)N(Cc2ccccc2)c2ccccc2C(=O)Nc2ccccc2C(=O)NCc2ccco2)cc1	-1	100	105	2.3	102	11	101	100	108	22	2
Cc1ccc(C(=O)NC2CCc3ccccc3C2=O)cc1 (stereo not given)	-4	100	99	0.2	101	16	102	99	100	16	0
Cc1nn(C)c(Cl)c1CN1CCC(CO)(CCOc2ccccc2)CC1	.	99	102	0.5	101	12	97	96	103	12	1
O=c1[nH]c(N2CCc3ccccc3C2)nc2c1CCC2	26	?	?	-2.4	?	25	?	?	?	26	2
S=C(Nc1ccccc1)N1CCN(C/C=C/c2ccccc2)CC1	-3	97	97	0.2	93	11	94	96	98	15	1
C/C(=N\N=C1\NC(=O)C(CC(=O)Nc2ccc(C)c(Cl)c2)S1)C(C)C (stereo not given)	-7	92	92	-1.1	92	15	90	90	91	11	-2
O=C(c1ccc(Cl)c(S(=O)(=O)Nc2ccc(F)cc2)c1)N1CCN(c2ccccn2)CC1	.	96	99	0.5	99	5	96	95	97	22	3
CCOc1ncccc1C(=O)N1CCN(C(c2ccccc2)c2ccccc2)CC1	12	98	105	-1.6	98	11	99	95	99	16	1
O=C(O)/C=C1\NC(=O)c2ccccc21	-36	101	102	0.3	104	9	105	102	109	4	1
CCC(=O)N/N=C(\C)CC(=O)Nc1ccc(F)cc1	0	100	98	-0.1	98	14	96	99	99	63	-1
Cc1ncc([N+](=O)[O-])n1Cc1ccc(Cl)cc1	-9	96	96	0.7	96	10	98	95	97	10	1
Cc1oc(C(=O)Nc2ccc(C(=O)O)cc2)cc1COc1ccccc1	.	102	99	-0.2	101	11	100	99	108	11	0
CN1CCN(C(=O)CCN2C(=O)/C(=C/c3ccccc3Cl)SC2=S)CC1	7	96	99	0.2	95	12	97	98	104	13	0
COc1ccc(NC(=O)CCCC(=O)O)cc1Cl	4	92	91	0.0	96	11	95	95	97	12	0
O=[N+]([O-])c1nn(-c2ccccc2)[n+]([O-])c1N1CCN(c2ccccc2)CC1	16	97	97	0.6	100	12	96	95	100	20	4
Cc1cc(C)nc(Nc2ncc(O)n2-c2ccc(C)c(Cl)c2)n1	.	100	100	1.0	100	15	103	97	102	37	39
Cc1cccc(-n2c(C)nc3cc(C(=O)NCc4ccc5c(c4)OCO5)ccc32)c1	-5	?	?	.	?	12	?	?	?	6	2
COc1ccc(CCN2C(=O)C3C4CC(C5C(C(=O)NN)=NOC45)C3C2=O)cc1OC (stereo not given)	-19	102	102	0.8	100	14	99	99	103	36	1
CCOc1ccc(NC(=O)CSc2nnc(N)s2)c([N+](=O)[O-])c1	.	98	103	0.5	96	11	96	95	98	11	0
Cc1occc1C(=O)Nc1ccc2c(c1)OCO2	26	99	99	0.1	102	13	104	98	103	33	9
Cc1ccc(S(=O)(=O)Nc2ccc(NC(=O)c3cccs3)cc2)cc1	-16	96	103	0.0	94	10	92	92	92	14	5
S=c1[nH]nc(-c2cccnc2)o1	-6	102	104	0.0	103	13	103	100	104	29	-3
